Apoferritin bind – qHTS Assay for Identification of Novel General Anesthetics. hit rate 0.074% among 350,000. apoferritin/1-aminoanthracene competitive binding, fluorescence. AID 485281, 2010. Potency, µM (series often up to 77.5 µM), for the others: top-dose activity change, negative = displacement, most hits filed as inhibitors; note: potency is the fitted concentration of half-maximal effect; % is set by controls: 0 for no effect and ±100 for the full control effect; nearly all actives have a fitted effect of over 20% in size
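10 uM apoferritin + 50% sat. 1-AMA, PBS; cpd 10 min RT; Ex380/Em535 endpoint; normalized to free probe vs complex; 4-param Hill fit; propofol titration as pos. ctrl.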
GRP78 ERSR act – qHTS for Inducers of the Endoplasmic Reticulum Stress Response (ERSR) in Human Glioma: qHTS | U87-MG GRP78 promoter luciferase reporter, 16 h | Potency, µM, for the others: at the highest dose activation, actives largely listed as activators | hit rate 0.02% among 420,000 | AID 602332, 2012; note: potency is the fitted concentration of half-maximal effect; series mostly up to about 76 µM; % of control where 0% means no effect; nearly all actives have a fitted effect of over 35% in size
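ERSR induction read as luciferase luminescence (Bright-Glo, 10 min at room temperature) in stably transfected human U87-MG glioma cells exposed to compounds for 16 h, using GRP78 as sensor.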
Pol iota inh – qHTS for Inhibitors of Polymerase Iota; DNA polymerase iota (Homo sapiens), Q9UNA4; Pol iota fluorescent replication assay, 10 min; Potency, µM (titrated, usually from 115 µM), inactives show top-dose activity, negative = inhibition, most hits filed as inhibitors; hit rate 1% among 390,000; note: potency is the fitted concentration of half-maximal effect
Target sequence (Q9UNA4 whole entry, looked up): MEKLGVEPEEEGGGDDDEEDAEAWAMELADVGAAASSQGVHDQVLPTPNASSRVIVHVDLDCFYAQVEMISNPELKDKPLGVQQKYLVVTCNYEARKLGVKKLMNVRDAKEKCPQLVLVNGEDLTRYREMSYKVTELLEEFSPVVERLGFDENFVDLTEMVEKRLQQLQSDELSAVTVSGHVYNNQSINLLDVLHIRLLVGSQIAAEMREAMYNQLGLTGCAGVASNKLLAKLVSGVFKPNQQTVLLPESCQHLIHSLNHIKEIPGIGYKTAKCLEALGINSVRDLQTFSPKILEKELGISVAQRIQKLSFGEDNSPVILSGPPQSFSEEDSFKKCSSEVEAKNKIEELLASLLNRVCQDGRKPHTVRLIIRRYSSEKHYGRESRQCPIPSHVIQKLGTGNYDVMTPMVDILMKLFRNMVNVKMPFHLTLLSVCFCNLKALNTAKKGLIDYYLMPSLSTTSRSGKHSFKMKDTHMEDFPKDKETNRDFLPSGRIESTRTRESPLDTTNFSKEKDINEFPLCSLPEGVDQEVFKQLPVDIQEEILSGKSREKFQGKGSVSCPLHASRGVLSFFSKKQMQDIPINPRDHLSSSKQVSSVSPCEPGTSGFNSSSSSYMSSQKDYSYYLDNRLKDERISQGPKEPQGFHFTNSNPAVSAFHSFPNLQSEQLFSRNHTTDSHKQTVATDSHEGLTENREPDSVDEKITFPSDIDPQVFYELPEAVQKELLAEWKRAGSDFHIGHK
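Pol iota at 10 nM preincubated 15 min with compounds at room temperature; reaction started with fluorescent substrate, 50 nM final. Fluorescence read kinetically at 0 and 10 min; buffer-only wells as negative control.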
BLM inh – qHTS Assay for Inhibitors of Bloom's syndrome helicase (BLM); RecQ-like DNA helicase BLM (Homo sapiens), P54132; recombinant BLM DNA unwinding, fluorescence dequenching; Potency, µM (top dose mostly 56.1 µM), for inactives: top-dose activity change, negative = inhibition, most hits filed as inhibitors; hit rate 0.2% among 350,000;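 note: potency is the fitted concentration of half-maximal effect; plate controls were vehicle for no effect and no enzyme for full effect; nearly all actives have a fitted effect of over 35% in size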
Pol eta inh – qHTS for Inhibitors of Polymerase Eta; DNA polymerase eta (Homo sapiens), Q9Y253; recombinant Pol eta, fluorescent DNA replication assay; Potency, µM (series often up to 114 µM), inactives show at the top dose activity change, negative = inhibition, usual class: inhibitors; hit rate 1.2% among 390,000; note: potency is the fitted concentration of half-maximal effect; % is set by controls: 0 for no effect and ±100 for the full control effect
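Pol eta (10 nM) was preincubated with compounds for 15 min at room temperature, after which fluorescent replication substrate (50 nM final) was added to start the reaction. Fluorescence was read kinetically at 0 and 10 min.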
LDHA block – qHTS assay for inhibitors of human lactate dehydrogenase. activity change, % (values are at about 110 or 230 µM). purified LDHA, NADH/diaphorase-resazurin fluorescence; stronger effect = lower value. hit rate 0.15% among 480,000; in the data active = activity change below about -30%; inconclusive = mostly about -25% to -30%;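 note: plate controls were DMSO wells for no effect and wells without enzyme for full effect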
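Remaining NADH was detected by diaphorase (0.133 mg/mL) converting 37 µM resazurin to fluorescent resorufin, read at 0 and 20 minutes. The preceding 5-minute room-temperature reaction used 2 nM LDHA, 0.2 mM sodium pyruvate and 0.06 mM NADH at pH 7.4.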
Pol kappa inh – qHTS for Inhibitors of Polymerase Kappa; purified Pol kappa, fluorescent DNA synthesis assay, 10 min; hit rate 0.53% among 400,000; Potency, µM (series often up to 107 µM), for inactives: at the top dose activity, negative = inhibition, hits mostly inhibitors; AID 588579, 2011; DNA polymerase kappa (Homo sapiens), Q9UBT6; note: potency is the fitted concentration of half-maximal effect; % is set by controls: 0 for no effect and ±100 for the full control effect
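Here, compound and 10 nM enzyme are combined for 15 min at room temperature; adding 50 nM substrate (final) starts DNA synthesis, tracked by fluorescence at 0 and 10 min against buffer-only wells.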
POLB inh – qHTS Assay for Inhibitors of DNA Polymerase Beta; Pol beta primer extension/strand displacement, fluorescence kinetic; Potency, µM (top dose mostly 114 µM), for inactives: at the top dose activity change, negative = inhibition, actives largely listed as inhibitors; hit rate 1.3% among 340,000; note: potency is the fitted concentration of half-maximal effect; % is set by controls: 0 for no effect and ±100 for the full control effect
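Preincubation: enzyme (10 nM) with compound, 15 min, RT. Reaction: substrate added to 50 nM final. Reads: 0 and 10 min. Analysis: normalized, Hill fit.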
APEX1 inh – qHTS Assay for Inhibitors of the Human Apurinic/apyrimidinic Endonuclease 1 (APE1); hit rate 0.35% among 350,000; DNA repair nuclease/redox regulator APEX1 (Homo sapiens), P27695; recombinant APE1, TAMRA/BHQ-2 abasic DNA cleavage fluorescence; Potency, µM (doses to about 65.8 µM), for the others: at the top dose activity change, negative = inhibition, usual class: inhibitors; AID 2517, 2012;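 note: potency is the fitted concentration of half-maximal effect; plate controls were vehicle for no effect and reference inhibitor for full effect; nearly all actives have a fitted effect of over 55% in size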
Target sequence (P27695 whole entry, looked up): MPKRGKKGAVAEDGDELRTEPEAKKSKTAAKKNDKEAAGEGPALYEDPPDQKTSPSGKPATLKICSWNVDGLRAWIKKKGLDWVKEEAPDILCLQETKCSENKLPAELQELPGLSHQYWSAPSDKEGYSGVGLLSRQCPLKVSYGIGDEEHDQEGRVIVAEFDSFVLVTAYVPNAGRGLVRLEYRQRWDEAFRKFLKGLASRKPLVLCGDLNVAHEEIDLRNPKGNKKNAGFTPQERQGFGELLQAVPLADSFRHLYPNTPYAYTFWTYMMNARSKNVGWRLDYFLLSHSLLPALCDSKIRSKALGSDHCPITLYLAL
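Incision of a quenched TAMRA/BHQ-2 THF abasic-site duplex (50 nM) by 0.75 nM APE1, after 15 min compound preincubation, measured as fluorescence increase over three 60 s reads. Values normalized to buffer, DMSO and NSC13755 control wells.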
* = called active by the depositor; ? = inconclusive; . = not tested or not shown; & = joins results of further samples; [ ] = another dose, or the depositor's remark. Unless noted, calls come from the whole dose curve; as a rule, active = well fitted curve in the direction sought with a large enough effect; inconclusive = small, poorly fitted or top-dose-only effect, or another doubt; inactive = no such curve, though single readings can be large; an effect the other way counts as inactive or inconclusive. The list is partial; count on the stated rates, not on these rows.

SMILES	Apoferritin bind	GRP78 ERSR act	Pol iota inh	BLM inh	Pol eta inh	LDHA block	Pol kappa inh	POLB inh	APEX1 inh
O=C(NC1CCCCCC1)c1cc2ccccc2oc1=O	-8.5%	-6.2%	30.7%[activator]	-3.4%	-3.3%	-2.6	-13.8%	3.1%	-17.0%
Cc1cccc(NC(=O)Nc2ccc([N+](=O)[O-])cc2)n1	-5.9%	-0.7%	-2.0%	-1.4%	-9.5%	-3.1	-15.6%	16.6%	3.6%
C[C@H](CO)N1C[C@H](C)[C@@H](CN(C)Cc2ccncc2)Oc2c(NS(=O)(=O)c3cn(C)cn3)cccc2C1=O	.	7.0%	4.9%	.	-12.2%	0.7	-13.5%	.	10.9%
CC1Cc2ccccc2N1C(=O)COc1ccc2c(c1)OCO2 (stereo not given)	?	5.7%	20.4%	-0.9%	-6.0%	-0.2	-7.1%	0.4%	-0.2%
Cc1ccc(S(=O)(=O)c2cc(N3CCOCC3)nc(-c3ccccc3)n2)cc1	-10.7%	-3.2%	14.3%	-2.3%	-18.6%	-2.7	-5.5%	2.9%	1.7%
CCCCCCCCN1[C@@H](CC(=O)O)c2ccc(C(F)(F)F)cc2S1(=O)=O	.	?	-19.3%&0.3%	.	0.1%	-4.5	-21.7%&-27.6%	.	.
S=C(NCCN1CCOCC1)N/N=C/c1c2ccccc2cc2ccccc12	-12.3%	-4.2%	11.1%	-2.0%	?	0.2	-1.2%	26.2%	11.7%
O=C(NCc1ccccc1)C1=C[C@H](c2ccc(Br)cc2)C[C@H](OCc2ccc(CO)cc2)O1	5.3%	-3.4%	-4.8%	4.4%	-16.7%	0.6	12.6%	4.3%	-9.9%
Cc1cc(N(C)C)nc(Nc2ccccc2)n1	.	3.8%	-11.9%	.	-5.7%	-2.7	-3.1%	.	14.7%
Oc1ccccc1-c1nnc(COc2ccc(Cl)cc2Cl)o1	3.2%	1.5%	?	-0.5%	-0.2%	0.5	-30.2%	-13.2%	7.0%
CCOC(=O)c1cc2c(=O)n3ccccc3nc2n(CCOC)c1=NC(=O)C(C)(C)Oc1ccc(Cl)cc1	-2.0%	-2.0%	20.0%	2.1%	?	-1.2	2.6%	30.5%	.
Cc1ccc(NC(=O)NCc2ccc3c(c2)OCO3)c(C)c1	-3.7%	1.5%	31.7%[activator]	-3.7%	-0.9%	1.2	-2.6%	18.6%	18.2%
CCOCC(=O)Nc1ccc2c(c1)OCCO2	-10.7%	0.5%	-0.5%	0.4%	5.5%	1.1	-3.7%	26.2%	2.3%
CCCN(CCO)Cc1cccc(Cl)c1	-2.5%	-4.9%	17.1%	-1.6%	0.3%	-22.3	3.2%	11.6%	1.5%
CNS(=O)(=O)c1ccc(CCC(=O)N2CCOCC2)cc1	.	0.9%	27.8%	.	1.4%	3.5	-2.5%	.	.
CCn1cc(C(=O)N2CCN(c3ccccc3OC)CC2)c(=O)c2cc(S(=O)(=O)N3CCC(C)CC3)ccc21	-17.1%	0.8%	29.8%	0.2%	-16.9%	-3.9	-0.6%	36.9%	.
O=c1c2cc(Br)ccc2nc2n1CCCCC2	-12.0%	4.3%	4.8%	0.3%	9.0%	-5.6	-5.4%	5.9%	-0.4%
COc1ccc(S(=O)(=O)N(Cc2ccco2)Cc2cc3ccccc3[nH]c2=O)cc1	-23.4%	-4.1%	29.8%	-1.2%	-6.7%	-1.4	0.0%	0.8%	40.5%
CCNC(=O)NC(=O)C(C)SCc1ccccc1C (stereo not given)	?	0.6%	-19.6%	-4.4%	-1.5%	2.1	-11.0%	1.5%	-8.1%
COc1cc(C2CC(=O)Oc3cc(O)ccc32)cc(OC)c1OC (stereo not given)	3.1%[110 µM]	2.3%&-1.2%	-13.3%	-0.4%[75.6 µM]	2.6%	1.8	-0.9%&-10.4%	.	-0.5%&11.9%
COc1cccc(N=c2oc3cc(O)ccc3cc2C(=O)NCC2CCCO2)c1 (stereo not given)	16.5%	-2.6%	29.6%	-5.9%	-5.0%	-0.1	-0.2%	-14.7%	-1.9%
CCOc1ccc(Cn2c3ccc(OC)cc3c3nc4ccccc4nc32)cc1	-6.6%	-6.8%	12.7%	-10.0%	?	0.6	-8.4%	26.0%	3.5%
O=C(N1CCOCC1)C12CCC3CC(CC(C3)C1)C2	-18.2%	-4.0%	3.7%	1.3%	-5.6%	-5.5	-8.3%	1.9%	0.1%
COc1cc(NS(=O)(=O)c2ccc(NC(=O)C3CCCO3)cc2)nc(OC)n1 (stereo not given)	6.3%	-4.5%	0.1%	0.7%	-6.8%	-0.6	-11.3%	0.9%	9.3%
O=C(/C=C/c1ccc(F)cc1)NC(Cc1c[nH]c2ccccc12)C(=O)O (stereo not given)	0.1%	-2.7%	43.8%[activator]	1.4%	-21.3%	-1.5	3.6%	11.3%	-1.1%

Following part
SMILES	Apoferritin bind	GRP78 ERSR act	Pol iota inh	BLM inh	Pol eta inh	LDHA block	Pol kappa inh	POLB inh	APEX1 inh
c1nnc(NC2=NCCC2)s1	-8.6%	-3.1%	6.3%	-6.7%	-8.3%	-5.0	-16.6%	10.8%	-4.7%
CCc1ccccc1-n1c(-c2ccncc2)n[nH]c1=S	-2.5%	-2.9%	-21.0%	5.2%	-14.3%	-4.7	-4.1%	6.0%	31.6µM*
CC(C)[C@H](NC(=O)c1ccccc1Cl)C(=O)OCC(=O)N1CCCCC1	.	0.0%	4.4%	.	-4.3%	0.1	-13.4%	.	15.9%
O=C(NCCN1CCCCC1)c1ccc(=O)oc1	-3.8%	-3.1%	13.2%	12.4%	-3.8%	-8.7	0.0%	0.8%	2.7%
Cc1ccc(/C=C/C(O)=C2/C(=O)N(C)C3(C)CC2c2ccccc2O3)cc1 (stereo not given)	-6.8%	-8.8%	2.7%	-10.5%	-16.2%	-7.1	-15.8%	8.3%	-1.3%
O=C(Nc1nccs1)c1cc(-c2ccccc2)nc2ccccc12	-10.9%	-2.8%	142.7%[activator]	-5.9%	-16.6%	-4.7	-8.7%	7.2%	-1.2%
CCc1cnc2c(c1SCC(=O)Nc1ccc(C(=O)OC)cc1)c(=O)n(C)c(=O)n2C	1.6%	-0.6%	8.5%	-0.7%	-24.7%	2.9	-0.1%[60.1 µM]	-23.0%	.
CC1=C(C(=O)Nc2ccccc2)C(c2ccc(O)cc2)n2nc(-c3ccc(Cl)cc3)nc2N1 (stereo not given)	-8.0%	-1.5%	-22.7%	-6.1%	-5.1%	-8.2	-10.5%	?	.
Cc1ccccc1-n1nnnc1SCC(C)C	?	-2.8%	22.4%	3.6%	-15.7%	5.9	1.9%	1.0%	2.7%
CCCn1c(=O)c(C(=O)Nc2ccccc2C(=O)OCC)c(O)c2ccccc21	6.5%	-5.7%	21.1%	-0.8%	-23.1%	-7.4	-1.5%	46.6%	4.5%
Cc1ccc(S(=O)(=O)N2CCCC2CNC(=O)C(=O)NC2CC2)cc1 (stereo not given)	.	3.5%	-0.2%	.	1.7%	-2.4	-15.8%	.	17.2%
C/C(=N\NC(=O)c1ccccc1)c1ccc2c(c1)OCO2	-3.0%	4.0%	7.8%	-1.7%	-19.7%	-5.2	-9.7%	15.5%	1.7%
Cc1ccc(N(C(=O)CNC(=O)c2cccs2)C(C(=O)NC2CCCC2)c2ccncc2)cc1 (stereo not given)	-14.5%	-4.9%	44.4%[activator]	0.5%	-13.0%	-0.3	5.8%	8.6%	24.0%
O=C(Nc1cccc(-c2ccc3nncn3n2)c1)C(F)(F)F	-4.1%	-6.4%	20.6%	-0.6%	-18.9%	-6.7	-0.8%	2.9%	57.6%[activator]
COc1cc(NC(=O)c2cc(C)nc3ccccc23)cc(OC)c1	-1.6%	3.1%	-5.4%	-3.9%	-4.0%	5.1	-10.9%	-6.8%	-7.2%
COc1cc(N)c(Cl)cc1C(=O)OCC(=O)c1cccs1	-10.7%	0.9%	-21.8%	-6.3%	-12.9%	-15.9	-2.8%	13.1%	-9.6%
CC(C)(/C=N/NC(=O)CSCc1ccccc1Cl)CCC#N	-9.4%	-1.6%	12.4%	2.8%	-6.0%	-9.3	-5.4%	6.6%	-1.8%
Cn1nnnc1SCCOc1ccc(C#N)cc1	-2.6%	6.6%	1.8%	-0.9%	-20.4%	-1.5	8.8%	-1.1%	1.4%
COc1cc(OC)cc(-c2c(-c3cccs3)c3cc(-c4ccc(CN5CCOCC5)cc4)ccc3n2C)c1	.	0.4%	3.8%	.	-9.5%	-5.6	-2.6%	.	-23.1%
O=C(NCCC1=CCCCC1)c1ccc(F)cc1	-17.3%	-9.7%	10.0%	-3.1%	-13.2%	-4.4	-3.0%	25.5%	16.0%
COc1ccc(C(=O)CSC#N)cc1OC	-5.7%	11.8%	64.1%[activator]	-1.7%	-8.9%	-6.3	-2.7%	-12.1%	-0.2%
COC(=O)C1CCN(C(=O)c2oc3c(Cl)cc(C)cc3c2C)CC1	-26.1%	-5.5%	-1.8%	-3.6%	-11.7%	2.2	-15.9%	0.9%	66.7%[activator]

Structures shown so far that have an aryl thioether with sulfur outside any ring, in the order listed:
SMILES	Apoferritin bind	GRP78 ERSR act	Pol iota inh	BLM inh	Pol eta inh	LDHA block	Pol kappa inh	POLB inh	APEX1 inh
CCc1cnc2c(c1SCC(=O)Nc1ccc(C(=O)OC)cc1)c(=O)n(C)c(=O)n2C	1.6%	-0.6%	8.5%	-0.7%	-24.7%	2.9	-0.1%[60.1 µM]	-23.0%	.
Cc1ccccc1-n1nnnc1SCC(C)C	?	-2.8%	22.4%	3.6%	-15.7%	5.9	1.9%	1.0%	2.7%
Cn1nnnc1SCCOc1ccc(C#N)cc1	-2.6%	6.6%	1.8%	-0.9%	-20.4%	-1.5	8.8%	-1.1%	1.4%

High-throughput results (PubChem)
